High-throughput results as filed in PubChem BioAssay.
PAX8 reporter = PAX8 transcriptional activity inhibition; RMG-I TPO-luciferase reporter, SteadyGlo, 24 h; inhibition, % at 12.6 µM; actives 1.2% (n = 360,000); AID 652154;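 active = mean replicate inhibition at least 60% with every replicate also reaching 60%; inconclusive = only one of the two criteria is met; inactive = mean below 60% and not all replicates reaching 60%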;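 also: luciferase light reporting Pax8 driven TPO promoter activity; plate controls were median of neutral control wells for no effect and mitoxantrone controls for full effect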
LGR2 inh = inhibitors of bursicon-induced Drosophila LGR2 receptor cAMP signaling | actives 0.35% (n = 380,000) | inhibition, % at 9.99 µM | AID 720647 | HEK293 LGR2, CRE-luciferase, bursicon-stimulated, 4 h;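 active = drop in luminescence signal, shown as inhibition above about 50% in the replicate tests, limit read from the data, passing the limit was not always enough; inconclusive = probably only some replicates passing the limit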;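 also: agonist challenge used bursicon conditioned medium at about half maximal strength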
CASP6 VEID inh = blocks human caspase-6 cleavage activity. inhibition, % at 12.5 µM. purified caspase-6, Z-VEID-R110 cleavage fluorescence. actives 0.53% (n = 350,000). P55212;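 active = mean inhibition across replicates at least about 35%, with every replicate also reaching that limit, limit read from the data; inconclusive = only one of the two criteria met; inactive = neither criterion met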;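 also: 0% = median of neutral control wells and 100% = no fluorescence left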
Target sequence (P55212 24-179 limits assumed): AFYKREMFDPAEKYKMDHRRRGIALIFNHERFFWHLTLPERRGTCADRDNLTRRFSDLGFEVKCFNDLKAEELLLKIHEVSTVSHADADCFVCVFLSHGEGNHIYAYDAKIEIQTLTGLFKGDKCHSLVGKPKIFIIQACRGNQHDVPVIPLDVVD
Target sequence (P55212 194-293 limits assumed): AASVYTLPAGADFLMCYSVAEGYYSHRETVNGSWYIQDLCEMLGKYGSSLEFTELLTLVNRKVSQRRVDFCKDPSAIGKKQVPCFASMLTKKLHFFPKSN
EWS-Fli block = EWS/Fli transcriptional activity inhibition; A673 NR0B1-luciferase reporter, viability-normalised; inhibition, % at 12.6 µM; actives 0.67% (n = 350,000); AID 651661;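 active = mean inhibition of at least 50% after viability correction, with every replicate also passing that limit; inconclusive = mean reaches 50% but only one of two replicates passes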;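 also: firefly luciferase signal divided by Alamar Blue viability fluorescence both relative to DMSO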
SIRT5 block = blocks human SIRT5 desuccinylation of peptide. Q9NXA8. Purified SirT5, succinyl-peptide AMC, trypsin-coupled fluorescence. inhibition, % at 15 µM. actives 1.1% (n = 330,000); in the data active = inhibition above about 15%; inconclusive = no clear call, values can overlap the other calls
Target sequence (Q9NXA8 whole entry, looked up): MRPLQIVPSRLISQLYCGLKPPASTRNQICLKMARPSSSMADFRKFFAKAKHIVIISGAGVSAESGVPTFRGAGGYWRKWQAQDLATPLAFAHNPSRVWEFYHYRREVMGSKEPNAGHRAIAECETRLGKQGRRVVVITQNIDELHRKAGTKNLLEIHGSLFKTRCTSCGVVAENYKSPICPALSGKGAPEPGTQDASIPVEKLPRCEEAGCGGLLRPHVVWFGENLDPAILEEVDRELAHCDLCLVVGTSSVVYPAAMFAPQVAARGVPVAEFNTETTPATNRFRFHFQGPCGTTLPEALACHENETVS
DENV2 CPE rescue = protects cells from dengue virus 2 cytopathic effect; DENV2-infected cells, cytopathic effect rescue, plate reader; CPE inhibition, % at 9.99 µM; actives 1.7% (n = 350,000); in the data active = CPE inhibition above about 20%, passing the limit was not always enough; inconclusive = no clear call, values can overlap the other calls; tested in BHK-21 cells;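 also: 0% = median of neutral control wells and 100% = median of positive control wells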
ARNT TACC3 PPI = disrupts binding between human ARNT and TACC3 | Q9Y6A5 | AlphaScreen His-ARNT PAS-B/GST-TACC3 binding, luminescence; TACC3 fragment carries E629A point mutation | inhibition, % at 9.99 µM | actives 0.66% (n = 390,000) | AID 623870;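 active = mean inhibition of replicates at least 50% and at least half of replicates each reaching 50%; inconclusive = half or more replicates reach 50% but mean below 50%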;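 also: 0% = complete ARNT plus TACC3 wells and 100% = ARNT alone without TACC3; many hits fall short of the cut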
Numbers without * were called inactive.

How did CCOC(=O)N1CCC(N(CCN(C)C)C(=S)Nc2cc(C)cc(C)c2)CC1 do in these assays?
PAX8 reporter: 0; LGR2 inh: -2; CASP6 VEID inh: -17; EWS-Fli block: 5; SIRT5 block: -3; DENV2 CPE rescue: 1; ARNT TACC3 PPI: 2

How did COC(=O)c1ccc(OCC(O)CN2CCC(C)CC2)cc1 (stereo not given) do in these assays?
PAX8 reporter: -14; LGR2 inh: -3; CASP6 VEID inh: -1; EWS-Fli block: -5; DENV2 CPE rescue: inconclusive

How did C[C@@H]1CN([C@H](C)CO)C(=O)c2cc(C#CC3CCCCC3)cnc2O[C@H]1CN(C)S(C)(=O)=O do in these assays?
PAX8 reporter: -12; LGR2 inh: 1; CASP6 VEID inh: 3; EWS-Fli block: -35; SIRT5 block: 6; DENV2 CPE rescue: 9; ARNT TACC3 PPI: -2

Results for O=C(Nc1cccnc1)c1c(F)cccc1F ?
LGR2 inh: -12; CASP6 VEID inh: 0; EWS-Fli block: -12; SIRT5 block: -2; DENV2 CPE rescue: -6; ARNT TACC3 PPI: -8

How did Cc1nn(Cc2ccc(F)cc2)c(Cl)c1/C=N/NC(=O)c1ccccc1 do in these assays?
PAX8 reporter: -16; LGR2 inh: -28; CASP6 VEID inh: 1; EWS-Fli block: -39; SIRT5 block: -3; DENV2 CPE rescue: 0; ARNT TACC3 PPI: -2

How did O=C(c1ccco1)[C@@H]1[C@@H]2C(=O)N(c3ccc(F)cc3)C(=O)[C@@H]2[C@H]2C=Cc3ccccc3N21 do in these assays?
PAX8 reporter: 26; LGR2 inh: -51; CASP6 VEID inh: 3; EWS-Fli block: 5; SIRT5 block: 0; DENV2 CPE rescue: 8; ARNT TACC3 PPI: -4

Results for Cc1cc(C)nc(NS(=O)(=O)c2ccc(NC(=O)C3CC(=O)N(c4ccccc4)C3)cc2)n1 (stereo not given) ?
LGR2 inh: -2; CASP6 VEID inh: 0; EWS-Fli block: -7; SIRT5 block: -2; DENV2 CPE rescue: 5; ARNT TACC3 PPI: 10

Results for Cc1ccc(OCc2cc(C(=O)NC3CCOC3)no2)cc1C (stereo not given) ?
PAX8 reporter: -19; LGR2 inh: -3; CASP6 VEID inh: 1; EWS-Fli block: -35; SIRT5 block: 0; DENV2 CPE rescue: -3; ARNT TACC3 PPI: -3

Results for O=C(c1ccc2c(c1)OCO2)N1CC2(C1)[C@H](c1ccccc1)[C@H](CO)N2C(=O)C1CCCC1 ?
LGR2 inh: -15; CASP6 VEID inh: 0; EWS-Fli block: -7; SIRT5 block: 0; DENV2 CPE rescue: 3

Results for CCOC(=O)CC1COc2ccccc2N1C(=O)c1ccc(F)cc1 (stereo not given) ?
PAX8 reporter: 21; LGR2 inh: -4; CASP6 VEID inh: -3; EWS-Fli block: -5; SIRT5 block: 0; DENV2 CPE rescue: 9; ARNT TACC3 PPI: 0

What do the screens show for `Cc1c(Cl)cccc1S(=O)(=O)Nc1ccnn1C`?
PAX8 reporter: -5; LGR2 inh: -3; CASP6 VEID inh: -2; EWS-Fli block: 6; SIRT5 block: -5; DENV2 CPE rescue: 3; ARNT TACC3 PPI: -4

What do the screens show for `CSc1ccc(CN2CCC(C)(Oc3ccccc3C)C2)cc1` (stereo not given)?
PAX8 reporter: 1; LGR2 inh: 4; CASP6 VEID inh: 0; EWS-Fli block: -1; SIRT5 block: -5; DENV2 CPE rescue: 1

What do the screens show for `COc1ccc(C(=O)N2CCCC(c3cc(C(=O)NCc4ccc(F)cc4)no3)C2)cc1` (stereo not given)?
PAX8 reporter: 10; LGR2 inh: 16; CASP6 VEID inh: -1; EWS-Fli block: 17; DENV2 CPE rescue: 8

What do the screens show for `Cc1ccc(CN2CCC(CNC(=O)C3CCCN(c4ncnc5c4nc4n5CCCCC4)C3)CC2)cc1` (stereo not given)?
PAX8 reporter: 6; LGR2 inh: 7; CASP6 VEID inh: 2; EWS-Fli block: 20; SIRT5 block: -5; DENV2 CPE rescue: 1; ARNT TACC3 PPI: 8

What do the screens show for `C[C@@H](CO)NC(=O)c1ccc2c3n(nc2c1)-c1ccccc1CO3`?
PAX8 reporter: 30; LGR2 inh: inconclusive; CASP6 VEID inh: 6; EWS-Fli block: 9; DENV2 CPE rescue: 40*; ARNT TACC3 PPI: -10

Results for COc1ccc(CCNC(=O)CCNS(=O)(=O)c2cc(Br)cnc2N)cc1OC ?
PAX8 reporter: -7; LGR2 inh: 3; CASP6 VEID inh: 2; EWS-Fli block: 4; SIRT5 block: -3; DENV2 CPE rescue: 0; ARNT TACC3 PPI: -8

What do the screens show for `CN(CCc1ccccc1)C(=O)c1cccc(NC(=O)Cc2cccc(NC(=O)C3CCN(C(=O)C4CCCC4)CC3)c2)c1`?
PAX8 reporter: 16; LGR2 inh: 23; CASP6 VEID inh: 3; EWS-Fli block: 3; SIRT5 block: 0; DENV2 CPE rescue: 6; ARNT TACC3 PPI: -5

Results for O=S(=O)(c1ccc(Br)cc1)N1CCOC12CCCCC2 ?
PAX8 reporter: -14; LGR2 inh: -1; CASP6 VEID inh: 2; EWS-Fli block: 0; SIRT5 block: -1; DENV2 CPE rescue: 2; ARNT TACC3 PPI: -7

How did O=C(NCCN1C(=O)S/C(=C\c2cccnc2)C1=O)c1ccc(S(=O)(=O)N2CCCC2)cc1 do in these assays?
PAX8 reporter: 13; LGR2 inh: -6; CASP6 VEID inh: 2; EWS-Fli block: -7; SIRT5 block: -1; DENV2 CPE rescue: 0; ARNT TACC3 PPI: 2

How did Cc1cccc(-c2nc(S(=O)(=O)c3ccc(F)cc3)c(NCCCN3CCOCC3)o2)c1 do in these assays?
PAX8 reporter: 32; LGR2 inh: -3; CASP6 VEID inh: 0; EWS-Fli block: 5; SIRT5 block: -1; DENV2 CPE rescue: -2; ARNT TACC3 PPI: 6

Continued (two carried over from the part before).
How did O=C(NCCN1C(=O)S/C(=C\c2cccnc2)C1=O)c1ccc(S(=O)(=O)N2CCCC2)cc1 do in these assays?
PAX8 reporter: 13; LGR2 inh: -6; CASP6 VEID inh: 2; EWS-Fli block: -7; SIRT5 block: -1; DENV2 CPE rescue: 0; ARNT TACC3 PPI: 2

How did Cc1cccc(-c2nc(S(=O)(=O)c3ccc(F)cc3)c(NCCCN3CCOCC3)o2)c1 do in these assays?
PAX8 reporter: 32; LGR2 inh: -3; CASP6 VEID inh: 0; EWS-Fli block: 5; SIRT5 block: -1; DENV2 CPE rescue: -2; ARNT TACC3 PPI: 6

Results for Cc1ccc(S(=O)(=O)N(C)C[C@@H]2OCCCC[C@H](C)Oc3ccc(NS(=O)(=O)c4ccc(Cl)cc4)cc3C(=O)N([C@@H](C)CO)C[C@@H]2C)cc1 ?
PAX8 reporter: 68*; LGR2 inh: 41; CASP6 VEID inh: 2; EWS-Fli block: -21; SIRT5 block: 22*; DENV2 CPE rescue: 0; ARNT TACC3 PPI: 6

How did CCOC(=O)C1=C(C)NC2=C(C(=O)c3ccccc32)C1c1ccc(O)cc1 (stereo not given) do in these assays?
PAX8 reporter: 12; LGR2 inh: -17; ARNT TACC3 PPI: 1

How did O=C(Cc1ccccn1)N[C@@H]1CC[C@H](CCNS(=O)(=O)c2cccc(F)c2)O[C@@H]1CO do in these assays?
PAX8 reporter: -9; LGR2 inh: 2; CASP6 VEID inh: 1; EWS-Fli block: -18; SIRT5 block: 1; DENV2 CPE rescue: 0; ARNT TACC3 PPI: 12

What do the screens show for `O=C(NN=Cc1c[nH]c2ccccc12)NN=Cc1c[nH]c2ccccc12`?
PAX8 reporter: -55; LGR2 inh: -86; CASP6 VEID inh: 1; EWS-Fli block: -22; DENV2 CPE rescue: 0

Results for Cc1ccc2nc(-c3cccc(Cl)c3)c(Cc3ccsc3)n2c1 ?
PAX8 reporter: -187; LGR2 inh: -28; CASP6 VEID inh: -4; EWS-Fli block: -84; SIRT5 block: 0; DENV2 CPE rescue: 2

What do the screens show for `O=C(NNC(=O)c1ccc2ccccc2c1)c1ccc(Cl)cc1`?
PAX8 reporter: 16; LGR2 inh: -13; CASP6 VEID inh: -3; EWS-Fli block: -9; DENV2 CPE rescue: -3; ARNT TACC3 PPI: 0

Results for O=C(CN1C(=O)COc2ccccc21)NCCCN1CCCCC1 ?
PAX8 reporter: -1; LGR2 inh: -4; CASP6 VEID inh: -3; SIRT5 block: 3; DENV2 CPE rescue: 0; ARNT TACC3 PPI: -4

How did O=C(N/N=C/c1ccc(OC(=O)c2cccs2)cc1)c1ccccn1 do in these assays?
PAX8 reporter: -200; LGR2 inh: -13; CASP6 VEID inh: -1; SIRT5 block: -3; DENV2 CPE rescue: -4; ARNT TACC3 PPI: -10

Results for O=C(C[C@@H]1C[C@H]2c3cc(NC(=O)Nc4ccccc4F)ccc3O[C@H]2[C@H](CO)O1)NCc1ccc2c(c1)OCO2 ?
PAX8 reporter: 13; LGR2 inh: 10; CASP6 VEID inh: -1; EWS-Fli block: -38; SIRT5 block: 4; DENV2 CPE rescue: 5; ARNT TACC3 PPI: 1

How did CC(C)NC(=O)NCC[C@H]1CC[C@H](NS(=O)(=O)c2ccccc2)[C@H](CO)O1 do in these assays?
LGR2 inh: 9; CASP6 VEID inh: -1; EWS-Fli block: 0; SIRT5 block: 0; DENV2 CPE rescue: 21

How did C=CCn1c(CCc2ccccc2)nnc1SCC(N)=O do in these assays?
PAX8 reporter: 9; LGR2 inh: 11; CASP6 VEID inh: -2; EWS-Fli block: 8; SIRT5 block: -2; DENV2 CPE rescue: 2; ARNT TACC3 PPI: -11

How did O=C1CCC(C(=O)N2CCSCC2)CN1CCc1ccccc1 (stereo not given) do in these assays?
PAX8 reporter: 0; LGR2 inh: -4; CASP6 VEID inh: -1; SIRT5 block: 5; DENV2 CPE rescue: 2; ARNT TACC3 PPI: 4

Results for CCCCNC(=O)C1(N2C(=O)c3ccccc3C2=O)CCCC1 ?
PAX8 reporter: -4; LGR2 inh: 6; CASP6 VEID inh: -3; EWS-Fli block: 2; DENV2 CPE rescue: 2

Results for O=S(=O)(Nc1cccc(-c2ccc(N3CCCCCC3)nn2)c1)c1ccc(F)cc1 ?
PAX8 reporter: -83; LGR2 inh: -91; CASP6 VEID inh: -6; EWS-Fli block: -81; SIRT5 block: -5; DENV2 CPE rescue: -3; ARNT TACC3 PPI: 1

What do the screens show for `COc1ccc(Cc2nc(-c3cccnc3)no2)cc1OC`?
PAX8 reporter: -6; LGR2 inh: 4; CASP6 VEID inh: 3; EWS-Fli block: -4; SIRT5 block: -2; DENV2 CPE rescue: 10; ARNT TACC3 PPI: -4

How did O=C(CN1CCN(S(=O)(=O)c2ccccc2)CC1)NCCc1ccccc1 do in these assays?
PAX8 reporter: -2; LGR2 inh: -5; CASP6 VEID inh: 0; EWS-Fli block: -2; SIRT5 block: -2; DENV2 CPE rescue: -3; ARNT TACC3 PPI: -5

How did Cc1cccc(C(=O)NC(=S)NNC(=O)Cc2ccccc2)c1 do in these assays?
PAX8 reporter: -32; LGR2 inh: -6; CASP6 VEID inh: -6; EWS-Fli block: -13; SIRT5 block: -6; DENV2 CPE rescue: 7; ARNT TACC3 PPI: -1

What do the screens show for `Cc1cc(=O)oc2cc(OCC(=O)Nc3ccc(F)cc3F)ccc12`?
LGR2 inh: 6; CASP6 VEID inh: 1; EWS-Fli block: -1; SIRT5 block: -4; DENV2 CPE rescue: -4; ARNT TACC3 PPI: -8

How did O=C(NCC1CCCO1)C1CCN(S(=O)(=O)c2cc(Cl)ccc2Cl)CC1 (stereo not given) do in these assays?
PAX8 reporter: 2; LGR2 inh: -24; CASP6 VEID inh: 1; EWS-Fli block: 3; SIRT5 block: 1; DENV2 CPE rescue: -6; ARNT TACC3 PPI: -2

What do the screens show for `COCCNC(=O)C[C@@H]1CC[C@@H](NC(=O)NC2CCCC2)[C@H](CO)O1`?
PAX8 reporter: -10; LGR2 inh: -49; CASP6 VEID inh: 6; EWS-Fli block: 1; SIRT5 block: 1; DENV2 CPE rescue: 13; ARNT TACC3 PPI: -2

How did CCc1cccc(NS(=O)(=O)c2cccc3cccnc23)c1 do in these assays?
PAX8 reporter: 15; LGR2 inh: 4; CASP6 VEID inh: 4; EWS-Fli block: -20; SIRT5 block: 0; DENV2 CPE rescue: 2; ARNT TACC3 PPI: -27
